# Screening results from PubChem BioAssay.
# FAS-TE inh: FAS thioesterase (human) inhibition | P49327 | recombinant FAS-TE, OMFH fluorogenic substrate, fluorescence endpoint | inhibition, % at 15 µM | 360,000 tested, 0.67% active | AID 602261;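 active = compounds whose normalised, plate-corrected inhibition of enzyme fluorescence in the single-dose primary screen is 50% or more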;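 note: 0% = DMSO with enzyme and 100% = substrate without enzyme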
# Neddyl block: cullin neddylation inhibition. TR-FRET cullin neddylation, biochemical. calls only at 25 µM. 360,000 tested, 0.58% active. AID 651699; in the data active = inhibition above about 36%
# MsrA act: activates bovine MsrA enzyme | purified bovine MsrA, absorbance read-out | activation, % at 10.6 µM | 360,000 tested, 0.3% active; in the data active = activation above about 7.5%;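 note: 0% = vehicle and 100% = reference activator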
# NRP1-CendR mod: NRP-1/CendR interaction modulation; FAM-RPARPAR peptide binding to NRP-1, fluorescence polarization; 360,000 tested, 0.85% active; inhibition, % at 25 µM;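 active = inhibition or corrected inhibition above about 18%, plus a signal ratio from 0.5 to 1.5, limit read from the data, passing the limit was not always enough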; note: strong numbers were not always called active
# MsrA inh: inhibits bovine methionine sulfoxide reductase A; purified bovine MsrA, absorbance read-out; inhibition, % at 15.5 µM; 360,000 tested, 0.75% active; AID 651718; in the data active = inhibition above about 4.5%;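 note: 0% = vehicle wells with enzyme and 100% = reference inhibitor wells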
# Rin1-Abl PPI inh: inhibitors of human Rin1-Abl protein interaction; 360,000 tested, 0.4% active; TR-FRET Rin1/Abl binding, biochemical; inhibition, % at 7.35 µM; P00519+Q13671; AID 588664; in the data active = inhibition above about 5%, passing the limit was not always enough
# SKN-1 block: inhibitors of C. elegans SKN-1. AID 624304. C. elegans VP596 Pgst-4::GFP/RFP ratio, acrylamide-induced, 24 h. 360,000 tested, 0.49% active. inhibition, % at 21.8 µM;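 active = interference check ratio from 0.5 to 1.5 plus GFP to RFP signal ratio inhibition reaching or exceeding a fixed threshold, cut at about 30% in these data, passing the limit was not always enough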; note: some compounds called inactive have numbers as strong as hits
# E coli Lon inh: inhibits E. coli Lon protease; inhibition, % at 7.94 µM; purified E. coli Lon protease, fluorescence polarization; 360,000 tested, 0.42% active; in the data active = inhibition above about 13%, passing the limit was not always enough;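 note: 0% = enzyme with probe and DMSO and 100% = no enzyme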
# MT1-MMP act inh: MT1-MMP (human) activation inhibition; P50281; HT1080 RFP-PRO-GFP cells, GFP/RFP ratio fluorescence, overnight; percent of plate control window, DMSO zero; GFP/RFP ratio change, % at 20 µM; 360,000 tested, 0.061% active; AID 651647;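 active = GFP/RFP ratio change of at least 30% with cell ATP level not reduced by more than half and red fluorescence within 50% of control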; note: strong numbers were not always called active
#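 Material – HT1080 RFP-PRO-GFP cells · Control set – DMSO wells and RFP-L50D-GFP cells · Incubation – overnight cell settling, then overnight compound exposure, 37 °C, 5% CO2 · Compound dosing – single-point 20 µM compound, 1% DMSO · Read-out – GFP/RFP fluorescence ratio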
# Starred values were filed as active, the others as inactive; i = inactive; nt = not tested or not shown. Compounds were not picked by outcome. Share with any hit: about 4.2%.
# Each structure is followed by: Rin1-Abl PPI inh	NRP1-CendR mod	E coli Lon inh	SKN-1 block	MsrA inh	Neddyl block	FAS-TE inh	MT1-MMP act inh	MsrA act
> CC(C)(C)C(=O)Nc1nc2c(s1)CN(Cc1ccccc1)CC2
 : -3	-36	-6	3	0.9	i	-17	2	-6
> COc1ccc2cc(C(=O)COC(=O)COc3ccc4c(C)cc(=O)oc4c3)ccc2c1
 : 0	-7	-9	6	-0.4	i	1	-1	-3
> O=C(COC(=O)c1ccccc1)Nc1ccccc1Br
 : 0	3	-10	-1	-1.1	i	-4	2	-4
> CCC(=O)c1ccc(OCC(O)CNCc2ccc(F)cc2)cc1 (configuration not stated)
 : 1	12	-10	14	1.1	i	-8	-1	-4
> O=C(/C=C/c1cccc(F)c1)N1CCc2ccccc21
 : 1	0	-7	-5	2.7	i	-5	-3	-1
> CC(C)CC1CC(C)(c2csc(NNC(=O)c3ccccc3)n2)OC1=O (configuration not stated)
 : 2	-17	0	8	-1.5	i	-4	3	-1
> O=C(COc1ccc(Cl)cc1Cl)NC(=O)N1CCOCC1
 : 1	1	4	-20	0.1	i	-7	3	-11
> CN(Cc1ccccc1)C(=O)COC(=O)c1cc([N+](=O)[O-])ccc1N1CCOCC1
 : -9	4	10	14	1.9	i	92*	-1	-5
> Cc1c(CN(C)C(=O)C2CCC(=O)N(Cc3ccccc3F)C2)[nH]c2ccccc12 (configuration not stated)
 : -4	2	-11	-3	0.6	i	-1	1	-2
> O=C(Nc1ccccc1OC(F)F)c1cccc(S(=O)(=O)N2CCCC2)c1
 : 1	10	0	31	-0.7	i	-1	2	0
> Cc1nc2cc(NC(=O)c3ccco3)ccc2n1C
 : -2	3	8	-15	-0.9	i	-9	-2	-1
> CCOC(=O)N1CCC(N2C(=O)c3ccccc3C2Nc2ccc3c(C)cc(=O)oc3c2)CC1 (configuration not stated)
 : 1	-14	-9	-3	1.4	nt	-1	0	-4
> COc1cc(NC(=O)C2CCCO2)c(C(=O)O)cc1OC (configuration not stated)
 : 4	-4	-4	0	nt	i	-9	2	-2
> Cc1ccc2nc3n(c2c1)CCCN3
 : 1	-7	-3	6	-0.4	i	-3	5	-10
> O=C(NNC(=O)C1CCCC1)c1ccc(F)cc1
 : -3	3	6	4	0.0	i	-1	3	-2
> CCCCN(C(C)=O)c1c(N)n(CCC)c(=O)n(CC(=O)Nc2cc(Cl)cc(Cl)c2)c1=O
 : 2	6	-1	-9	-1.1	i	4	0	-1
> Cc1ccccc1N(CC(=O)NC1CCCCC1)C(=O)CCCC(=O)Nc1ccccn1
 : 2	7	3	-20	0.1	i	-1	-1	-1
> CC(NC(=O)c1ccc(Cn2cc([N+](=O)[O-])cn2)cc1)c1ccccc1 (configuration not stated)
 : 3	-10	-7	-2	-1.0	i	-2	1	-1
> Cc1ccc(N2CC(C(=O)OCC(=O)Nc3ccc(Cl)cc3)CC2=O)cc1 (configuration not stated)
 : 4	-4	-1	2	0.6	i	8	0	-4
> O=[N+]([O-])c1ncccc1OCc1ccccc1Br
 : 0	-6	-1	6	-0.8	i	1	-3	2
> O=C1C(c2ccccc2)CN1Cc1ccccc1 (configuration not stated)
 : 2	-1	-10	12	-1.7	i	-3	3	-2
> COC(=O)CN1C(=O)Nc2ccc(C)cc2C1c1ccccc1 (configuration not stated)
 : 3	-2	13	2	1.0	i	-1	2	-4
> COC(=O)C(NC(=O)Nc1ccccc1OC)C(C)C (configuration not stated)
 : -6	-7	-5	20	-0.3	i	-6	-4	-4
> CC(C)N1C/C(=C/c2ccsc2)C(=O)/C(=C/c2ccsc2)C1
 : -3	1	8	-1	1.4	i	-1	0	-1
> NNC(=O)CC1=NNC(=O)C1
 : 2	-13	4	8	-0.1	i	-13	5	-8
> CCOC(=O)Cc1csc(NC(=O)Cc2ccccc2[N+](=O)[O-])n1
 : -2	15	2	0	2.7	i	-4	3	-3
> CCOC(=O)C1(Cc2ccccc2)CCCN(C2CCCC2)C1 (configuration not stated)
 : -1	-6	1	-13	-1.2	i	-10	-1	-12
> COC(=O)c1ccc(N2CCOCC2)c(NC(=O)c2ccco2)c1
 : -3	-7	-9	7	0.7	i	-1	-10	-3
> Cc1ccccc1C(=O)Nc1ccccc1
 : 1	6	-8	13	0.1	i	-6	0	-2
> O=C(O)c1ccccc1-c1ccc(C=c2sc3nc4cc(Br)cnc4n3c2=O)o1
 : 0	-300	-33	-8	0.6	i	-5	-14	-3
> CC(C(=O)NC1CCCCC1)N1CCN(S(=O)(=O)c2cccs2)CC1 (configuration not stated)
 : 1	5	-3	11	0.0	i	-9	2	-2
> Cn1nc(-c2ccc(N3CCOCC3)c(NS(=O)(=O)c3ccc(Cl)cc3)c2)c2ccccc2c1=O
 : -2	26*	3	-15	-0.7	i	16	8	0
> Cc1cc(C)nc(NS(=O)(=O)c2ccc(NC(=O)Nc3ccccc3)cc2)n1
 : 0	5	-7	8	1.1	i	-1	8	-2
> Cc1ccc(C2CC(c3ccc(Cl)cc3)n3nc(N)nc3N2)cc1 (configuration not stated)
 : -1	-11	-6	-1	-0.5	i	11	10	0
> Cc1[nH][nH]c(=O)c1N=Nc1ccc(S(N)(=O)=O)cc1
 : -2	0	-5	1	3.5	i	-7	2	-7
> CCOC(=O)Cn1c(CN2CCOCC2)nc2c1c(=O)[nH]c(=O)n2C
 : 1	-3	-9	2	1.2	i	-7	-5	0
> Cc1cccc(Nc2nnc(SCC(=O)Nc3ccccc3[N+](=O)[O-])s2)c1
 : 1	10	8	-1	-0.9	i	22	2	-4
> Cc1ccccc1NS(=O)(=O)c1cc(S(C)(=O)=O)ccc1Cl
 : -2	-13	0	8	1.3	i	-8	-1	-3
> O=C(NN=Cc1cccc([N+](=O)[O-])c1)c1cc(-c2cccnc2)nc2ccccc12
 : 0	3	-5	-15	-1.1	i	27	-4	-4
> Cc1ccccc1NC(=O)COC(=O)c1cccc(S(=O)(=O)N2CCCCC2)c1
 : 3	3	-1	-3	-1.4	i	-6	0	-9
> O=C(CCNS(=O)(=O)c1ccc(OC(F)(F)F)cc1)N1CCN(C/C=C/c2ccccc2)CC1
 : 3	11	-1	-4	-0.6	i	12	1	1
> COCC(C)NS(=O)(=O)c1ccc(C)cc1 (configuration not stated)
 : -3	4	0	-7	0.9	i	-6	2	-4
> CN(C(=O)c1ccc(NC(=O)C2CCCN(C(=O)OC(C)(C)C)C2)cc1)C1CCCC1 (configuration not stated)
 : 0	-12	-1	5	0.1	i	-9	0	-1
> Cc1ccccc1/C=N\NC(=O)c1ccc(Cn2cccn2)o1
 : -1	-5	4	0	1.0	i	-9	6	-5
> Cc1cc(C)c(S(=O)(=O)Nc2cccc(S(=O)(=O)NC3=NCCC3)c2)c(C)c1
 : 1	-1	-2	-13	-0.1	i	-2	0	-1
> CC(=O)Nc1ccc(S(=O)(=O)N(CC(=O)NCC2CCCO2)Cc2ccccc2Cl)cc1 (configuration not stated)
 : 3	-3	1	2	-0.6	i	-1	3	-1
> COc1ccc(S(=O)(=O)N(C)CC(=O)Nc2ccc3c(c2)OCCO3)cc1OC
 : -2	18	0	-9	-0.5	i	-5	-1	-2
> Cc1ccc(-n2c(O)c(/C=N/c3ncn[nH]3)c3ccccc3c2=O)cc1
 : 5	-19	-5	-10	0.8	i	-88	-4	-8
> CC(CC(=O)NCC1CCCO1)c1ccccc1 (configuration not stated)
 : 1	16	0	0	-1.1	i	-4	-2	-5
> COc1ccc(CCNS(=O)(=O)c2cccc(S(=O)(=O)N3CCCC3)c2)cc1OC
 : -2	9	1	20	-1.7	i	-2	6	-2
> Cc1nnc(Cl)c2nn(-c3ccccc3F)c(C)c12
 : 3	-7	-16	3	-1.2	i	-11	-1	1
> COc1cc2c(cc1OC)C(c1ccccc1F)NCC2 (configuration not stated)
 : 4	7	-3	1	1.7	i	-5	-2	-3
> Cc1cc(C(C)(C)C)oc1C(=O)NCCCNC(=O)c1oc(C(C)(C)C)cc1C
 : 2	18	7	12	0.2	i	14	2	-1
> Cc1ccc(N2C(=O)C3C4C=CC(C4)C3C2=O)cc1 (configuration not stated)
 : -1	8	-2	-9	0.0	i	-9	2	1
> CC1CCCN(CCOc2ccc3ccccc3c2Br)C1 (configuration not stated)
 : -1	-3	-3	13	-0.7	i	17	-4	-1
> CCOC(=O)C1=C(C)N(CCCCCC(=O)O)C(=O)NC1c1ccc(Cl)cc1 (configuration not stated)
 : 1	1	-5	12	-0.2	i	-4	2	-2
> O=C1CC(N(O)C2CC(=O)N(Cc3ccccc3)C2=O)C(=O)N1Cc1ccccc1 (configuration not stated)
 : 0	1	4	25	1.1	i	-6	2	-2
> CCn1c(SCc2cccc(F)c2)nnc1-c1cccnc1
 : 0	-2	11	5	-0.5	i	-2	4	-4
> Cc1cc(Br)ccc1NC(=O)c1sc2ncnc(N3CCN(c4ccccn4)CC3)c2c1C
 : -1	14	-11	10	-0.6	i	29	-1	-2
> CCCCn1nnnc1C(c1ccccc1)N1CCN(c2cc(C)ccc2C)CC1 (configuration not stated)
 : nt	18	-5	6	-0.8	i	22	-16	-1

# Single records (already shown). Order of values: Rin1-Abl PPI inh | NRP1-CendR mod | E coli Lon inh | SKN-1 block | MsrA inh | Neddyl block | FAS-TE inh | MT1-MMP act inh | MsrA act
# Cc1cc(Br)ccc1NC(=O)c1sc2ncnc(N3CCN(c4ccccn4)CC3)c2c1C in the list: -1 | 14 | -11 | 10 | -0.6 | i | 29 | -1 | -2
# COc1ccc(S(=O)(=O)N(C)CC(=O)Nc2ccc3c(c2)OCCO3)cc1OC in the list: -2 | 18 | 0 | -9 | -0.5 | i | -5 | -1 | -2
# Cc1ccc(-n2c(O)c(/C=N/c3ncn[nH]3)c3ccccc3c2=O)cc1 in the list: 5 | -19 | -5 | -10 | 0.8 | i | -88 | -4 | -8
# COc1ccc(CCNS(=O)(=O)c2cccc(S(=O)(=O)N3CCCC3)c2)cc1OC in the list: -2 | 9 | 1 | 20 | -1.7 | i | -2 | 6 | -2

# Continued:
# Each structure is followed by: Rin1-Abl PPI inh	NRP1-CendR mod	E coli Lon inh	SKN-1 block	MsrA inh	Neddyl block	FAS-TE inh	MT1-MMP act inh	MsrA act
> O=C(CCc1nnc(C2CCCCC2)o1)N1CCCCC1CCn1cccn1 (configuration not stated)
 : -1	21	2	0	-0.9	i	-8	1	-8
> Cc1ccc(O)c(-c2cc(C(=O)Nc3c(C)n(C)n(-c4ccccc4)c3=O)[nH]n2)c1
 : 1	6	9	-1	0.8	i	-9	8	-7
> CC(=O)Nc1ccccc1C(=O)C(=O)Nc1ccc(Cl)cc1
 : -2	7	-7	13	0.8	i	-1	1	-2
> CC(C)CN(CC(C)C)c1ccc(/C=N/n2cnnc2)cc1[N+](=O)[O-]
 : -1	1	-4	10	0.9	i	15	-3	-5
> O=C(CCS(=O)(=O)c1ccc2c(c1)NC(=O)CS2)NCCc1ccc(Cl)cc1
 : -2	-14	-13	1	0.3	i	4	1	-3
> Cc1nc2scc(C)n2c(=O)c1S(=O)(=O)NCc1ccc(F)cc1
 : 4	-5	1	-2	0.3	i	-2	-6	2
> C=CCOc1ccc(Cl)cc1CNCCCN1CCOCC1
 : 5	1	-3	8	1.2	i	-5	-3	-1
> Cc1[nH]ncc1Nc1c(C(C)C)cccc1C(C)C
 : 6	6	-3	15	0.2	i	-9	2	-1
> OCCN1CCN(c2nc(-c3ccccc3)c3cc(Br)ccc3n2)CC1
 : -4	2	-7	-3	0.4	i	0	1	-1
> O=C(NCc1cccnc1)c1cc([N+](=O)[O-])ccc1N1CCOCC1
 : -1	12	-5	6	0.9	i	-1	-2	0
> COc1ccc(C(=O)C2CCCN(S(=O)(=O)N(C)C)C2)c(C)c1 (configuration not stated)
 : 5	1	0	-5	0.4	i	-2	-3	-5
> CNc1c([N+](=O)[O-])cnn1-c1ccc(Cl)cc1
 : -4	-8	-2	-5	1.4	i	-4	-3	-4
> O=C1CCCC/C1=C/Nc1ccc(S(=O)(=O)Nc2ncccn2)cc1
 : 0	-29	4	14	0.0	i	-7	-2	-1
> COc1cccc(-n2nnnc2SCC(=O)NCCc2ccccc2)c1
 : -2	-10	8	-9	0.1	i	7	-3	2
